# HBB splicing = alters splicing of the hemoglobin beta chain | AID 925 | 0.06% of 65,000 active | Potency, µM (titrated, usually from 46.1 µM), without a hit: at the top dose activation, hits mostly activators | HBB splicing reporter cell assay, activation; EGFP reporter with mutant IVS2-654 intron; response scale: normalised to 500 nM splice-correcting PNA; also: potency is read from the fitted curve at half-maximal effect; 0% is about no effect
#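 Compounds were applied for 2 days to HeLa EGFP-654 cells, 500/well in Optimem with 2% FCS. The reporter's EGFP is disrupted by mis-splicing of beta-globin intron IVS2-654. Readout: summed well GFP fluorescence from 488 nm laser scanning; reference was 500 nM antisense […] 654 PNA.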
# Rhodamine fluor = compound fluoresces in the rhodamine spectral region | Rhodamine-region fluorescence, 547/598 nm, Tris buffer; hits give high values | max dye-equivalent concentration, M | 0.05% of 59,000 active | AID 594; in the data active = max dye-equivalent concentration above about 11 nM; inconclusive = between about 1.1 nM and that limit
#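 Read-out is relative fluorescence at 547 nm excitation and 598 nm emission, expressed as dye-equivalent concentration using rhodamine standards on every plate. Each compound was profiled across a concentration series after 15 min in 100 mM Tris, pH 8.0.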
# HADH2 inh = inhibitors of human HADH2 dehydrogenase. Potency, µM (doses to about 57.1 µM), without a hit: top-dose activity change, negative = inhibition, most hits filed as inhibitors. recombinant HADH2, NADH fluorescence, beta-hydroxybutyryl-CoA. 3.4% of 73,000 active. Q99714; also: potency is read from the fitted curve at half-maximal effect; % is scaled to controls: 0 for no effect and ±100 for the full control effect; nearly all actives have a fitted effect of over 60% in size; many of its hits are not listed in these tables
# Target sequence (Q99714 whole entry, looked up, one chain of several): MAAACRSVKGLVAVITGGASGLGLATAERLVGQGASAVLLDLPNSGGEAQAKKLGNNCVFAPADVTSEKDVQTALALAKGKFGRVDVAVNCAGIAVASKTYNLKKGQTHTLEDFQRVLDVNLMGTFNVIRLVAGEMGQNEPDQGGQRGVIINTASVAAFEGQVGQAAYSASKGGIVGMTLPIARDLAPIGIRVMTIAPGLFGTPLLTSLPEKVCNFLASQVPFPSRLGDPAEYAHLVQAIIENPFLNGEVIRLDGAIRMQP
#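 Activity measured as NADH fluorescence gain (360/450 nm), taken as the change between first and last reads of a 4-min kinetic run. Conditions: pH 9.0 Tris buffer, 20 nM E. coli-expressed His-tagged enzyme, 1 mM NAD+, 90 uM beta-hydroxybutyryl-CoA; 15-min compound preincubation.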
# Texas Red fluor = Texas Red region autofluorescence. 0.06% of 59,000 active. max dye-equivalent concentration, M. Compound fluorescence, Texas Red channel, 547/618 nm; hits give high values. AID 587; in the data active = max dye-equivalent concentration above about 10 nM; inconclusive = between about 1.1 nM and that limit
#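 Dye-equivalent concentrations come from scaling compound signal (ex 547, em 618 nm) to six Texas Red standard concentrations run on every plate, after 15 min room-temperature incubation in pH 8.0 Tris (100 mM).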
# Hsp90 Hop PPI = changes Hsp90-Hop TPR2A binding signal, up or down; AlphaScreen TPR2A-His6 binding biotin-Hsp90 C-terminal peptide; Potency, µM (doses to about 57 µM), for the others: at the top dose activity change, negative = inhibition; 0.44% of 71,000 active; AID 595; active = well fitted curve in either direction with a large enough effect; inconclusive = small, poorly fitted or top-dose-only effect, or another doubt; also: potency is read from the fitted curve at half-maximal effect; % is scaled to controls: 0 for no effect and ±100 for the full control effect; many of its hits are not listed in these tables
# Pol III holo inh = inhibitors of bacterial DNA polymerase III holoenzyme; Potency, µM (doses to about 57.1 µM), for inactives: at the top dose activity change, negative = inhibition; 0.25% of 71,000 active; reconstituted DNA polymerase III holoenzyme replication, biochemical; also: potency is read from the fitted curve at half-maximal effect; % is scaled to controls: 0 for no effect and ±100 for the full control effect
#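 Reconstituted *E. coli* holoenzyme (0.35 nM Pol III, 1 nM beta, 154 nM SSB, 2 nM primase) was preincubated with compound for 15 min at RT. Synthesis on 1.4 nM ssM13Gori ran 35 min, then was stopped with PicoGreen/EDTA and read as dsDNA fluorescence.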
# 15-hLO inh = blocks human 15-lipoxygenase activity | 1.4% of 74,000 active | purified 15hLO-1, xylenol orange hydroperoxide absorbance | Potency, µM (titrated, usually from 57.1 µM), without a hit: top-dose activity change, negative = inhibition, most hits filed as inhibitors | AID 887; also: potency is read from the fitted curve at half-maximal effect; % is scaled to controls: 0 for no effect and ±100 for the full control effect; nearly all actives have a fitted effect of over 55% in size
#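 Readout: Fe(III)-xylenol orange absorbance, 573-to-405 nm ratio as reaction progress. Enzyme 40 nM purified human 15hLO-1, substrate 50 uM arachidonic acid, 6 min RT after 15 min compound preincubation; Hepes pH 7.5 buffer with Triton X-100.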
# CRE-bla Fsk = modulators of forskolin-stimulated CRE signaling in CHO cells; CHO CRE-bla reporter (cAMP response element driving beta-lactamase), forskolin EC10, beta-lactamase ratio; AID 662; 2.5% of 71,000 active; Potency, µM (series often up to 38.2 µM), without a hit: at the top dose activity change, negative = inhibition, most hits filed as activators; active = well fitted activation curve with a large enough effect in the signal ratio, with a control signal flat, not every such curve was filed as active; inconclusive = small, poorly fitted or top-dose-only effect, or effect the other way, or a change in a side signal; the % refers to the signal ratio; also: potency is read from the fitted curve at half-maximal effect; % of control where 0% means no effect
#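 Beta-lactamase reporter under a cAMP responsive element in CHO cells; compounds tested in titration series against EC10 NKH 477, 3 h at 37 °C. Read-out: CCF4 FRET ratio 460nm/530nm (excitation 405nm) giving %Activity, fitted to AC50.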
# ERK AVP inh = inhibitors of vasopressin-stimulated ERK signaling pathway; HEK293-V1b, vasopressin-stimulated pERK AlphaScreen; Potency, µM (top dose mostly 57.5 µM), for the others: at the top dose activity, negative = inhibition, actives largely listed as inhibitors; 0.99% of 72,000 active; also: potency is read from the fitted curve at half-maximal effect; % is scaled to controls: 0 for no effect and ±100 for the full control effect; nearly all actives have a fitted effect of over 55% in size
#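 qHTS, compounds titrated on V1b-expressing HEK293 cells. Preincubation 30 min at 37C, vasopressin 25 nM for 5 min, lysis 10 min, bead incubation 5 hr at room temperature.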
# Tau fil binding = tau filament binding; P10636; recombinant tau filaments, thioflavin S fluorescence, 15 h; filaments grown with octadecylsulfate alongside compound; Potency, µM (titrated, usually from 57.1 µM), without a hit: at the top dose activity change, negative = inhibition; 2% of 71,000 active; AID 596;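 also: potency is read from the fitted curve at half-maximal effect; % is scaled to controls: 0 for no effect and ±100 for the full control effect; actives lower thioflavin S fluorescence by blocking filaments or displacing dye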
#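 Assay mix: 1 uM His-tagged tau, 30 uM sodium octadecylsulfate, thioflavine S dye in HEPES/NaCl/DTT buffer. Compound is added prior to the inducer. Fluorescence after 15 h at 37 C.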
# FLuc inh = inhibitors of firefly luciferase. 2.2% of 72,000 active. AID 411. Potency, µM (doses to about 57.1 µM), inactives show top-dose activity change, negative = inhibition, usual class: inhibitors. purified firefly luciferase, luminescence, 8 min. P08659; also: potency is read from the fitted curve at half-maximal effect; % is scaled to controls: 0 for no effect and ±100 for the full control effect; nearly all actives have a fitted effect of over 40% in size
# Target sequence (P08659 whole entry, looked up): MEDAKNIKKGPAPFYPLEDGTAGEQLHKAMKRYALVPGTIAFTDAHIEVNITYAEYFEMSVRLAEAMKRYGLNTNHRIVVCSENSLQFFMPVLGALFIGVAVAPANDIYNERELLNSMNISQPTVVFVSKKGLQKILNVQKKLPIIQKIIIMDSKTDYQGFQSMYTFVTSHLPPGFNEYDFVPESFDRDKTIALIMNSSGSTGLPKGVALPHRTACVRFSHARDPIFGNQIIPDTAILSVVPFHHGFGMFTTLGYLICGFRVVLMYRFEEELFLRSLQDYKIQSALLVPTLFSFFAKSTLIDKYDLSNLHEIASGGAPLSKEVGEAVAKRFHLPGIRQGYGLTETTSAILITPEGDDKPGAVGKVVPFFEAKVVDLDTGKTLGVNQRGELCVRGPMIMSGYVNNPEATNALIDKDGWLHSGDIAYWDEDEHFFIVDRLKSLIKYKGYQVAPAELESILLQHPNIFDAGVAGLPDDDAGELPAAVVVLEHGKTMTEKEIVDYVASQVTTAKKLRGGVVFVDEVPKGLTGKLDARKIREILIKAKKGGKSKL
#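 Firefly luciferase (PKLight detection mix) with 10 uM ATP in pH 7.2 imidazole buffer (KCl, MgCl2, Tween 20, BSA). Compounds tested across a concentration series (qHTS). Luminescence read after 8 min at ambient temperature.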
# * marks the source's active call; other numbers are inactive results; i = inactive; ? = inconclusive; · = no result given; [ ] = dose if it differs, or a comment. Unless noted, calls follow the shape of the dose curve; as a rule, active = well fitted curve in the direction sought with a large enough effect; inconclusive = small, poorly fitted or top-dose-only effect, or another doubt; inactive = no such curve, though single readings can be large; an effect the other way counts as inactive or inconclusive.
no.	canonical_smiles	HBB splicing	Rhodamine fluor	HADH2 inh	Texas Red fluor	Hsp90 Hop PPI	Pol III holo inh	15-hLO inh	CRE-bla Fsk	ERK AVP inh	Tau fil binding	FLuc inh
1	CC(=O)N1[C@H](C)C=C[C@]1(Cc1ccccc1)C(=O)NCc1cc(F)cc(C(F)(F)F)c1	-0.8%	·	1%	·	-1%	-14%	-18%	-11%	24%	-17%	·
2	CN1CCN(S(=O)(=O)c2ccc(NC(=O)Cc3cccs3)cc2)CC1	1.7%	i	7%	i	-8%	-1%	-6%	-2%	-7%	-13%	2%
3	CC(C)OCCCNC(=O)c1cc2c(=O)n(C)c3ccccc3c2n1C	-0.2%	·	10%	·	-3%[2.3 µM]	-7%	1%	2.5µM*	3%	28%	-7%
4	CCC(c1nnc(SCC(=O)Nc2ccc(C(=O)Nc3ccccc3OC)cc2)o1)N(C)C (stereo not given)	-3.9%	i	1%	i	-9%	-2%	19%	?	13%	20µM*	3%
5	COCCn1c(=O)c2c(nc3n2CCN3c2ccc(C)cc2)n(C)c1=O	4.3%[0.369 µM]	i	7%	i	-3%	0%	5%	-1%	-4%	7%	2%
6	COc1cccc(N2C(=O)N(c3ccccc3Cl)C3CS(=O)(=O)CC32)c1 (stereo not given)	-1.2%	i	12%	i	-5%	-2%	7%	2%	-2%	-5%	-2%
7	O=C1C2CCCN2C(c2ccccc2)N1c1ccc(F)cc1 (stereo not given)	0.9%	·	0%	·	2%	-12%	3%	-8%	-21%	3%	1%
8	Cc1[nH]c2ccccc2c(=O)c1CN1CCCCC1	-3.4%[0.0738 µM]	·	0%[11.4 µM]	·	-7%[11 µM]	-2%[11.4 µM]	-30%[11.4 µM]	?	-22%	9%[11.4 µM]	-3%
9	O=C(c1ccc(Cn2c(=O)[nH]c3ccccc3c2=O)cc1)N1CCN(c2ccccn2)CC1	-1.1%	·	-26%	·	-5%[2.3 µM]	-1%	-14%	-18%	10%	2%	0%
10	O=C(Nc1cnn(Cc2ccc(F)cc2)c1)c1cnccn1	-3.4%	i	4%	?	2%	2%	-1%	-2%	-4%	-13%	-6%
11	COc1ccc(NC(=O)N(C2CCCCC2)C(C)c2cccnc2)c(OC)c1 (stereo not given)	-1.5%	i	1%	i	-2%	-1%	5%	?	-23%	4%	1%
12	Cc1ccc(S(=O)(=O)N2CCN(S(=O)(=O)c3ccc4c(c3)OCCO4)CC2)cc1	·	i	18%	?	-2%	5%	1%	-4%	-9%	-10%	-2%
13	CCOC(=O)C1[C@H]2C(=O)N(C(C)c3ccc(OC)cc3)C[C@]23C=C[C@H]1O3 (stereo not given in full)	-1.2%	i	-6%	?	20%	-10%	-26%	7%	-22%	-3%	2%
14	Cc1ccc(NC(=O)N2C(=O)C3(OCCO3)c3ccccc32)cc1	0.0%	i	26%	i	-4%	2%	2%	7%	3%	8%	-16%
15	O=C(O)CCCC(=O)NCCc1cccc(Cl)c1	1.4%	i	-1%	i	0%	-2%	5%	?	-13%	1%	0%
16	CCC(C)c1c(O)nc(SCc2ccccc2)[nH]c1=O (stereo not given)	0.4%	i	-6%	i	1%	-7%	2%	-15%	-5%	-10%	-1%
17	O=C(Nc1cccc(F)c1)N1CC[C@@]2(CCCN(C(=O)c3cnccn3)C2)C1	0.6%	i	-10%	i	5%	-5%	1%	2%	-2%	-4%	-1%[11.4 µM]
18	O=C(COC(=O)c1ccco1)Nc1nc2ccccc2s1	1.3%[57.5 µM]	i	6%	i	?	-2%	-11%	-10%	18%	4%	-2%
19	CC(C(=O)N1CCCc2c1c(=O)oc1ccc(O)cc21)N1CCc2ccccc2C1 (stereo not given)	-2.0%	i	-4%	?	-4%	-5%	-14%	-15%	12%	-3%	1%
20	CCC(C)c1ccc(NC(=O)c2cccnc2)cc1 (stereo not given)	-0.8%[0.0738 µM]	·	-2%[11.4 µM]	·	-2%[11 µM]	-4%[11.4 µM]	-4%[11.4 µM]	?	-23%	-9%[11.4 µM]	25µM*
21	O=C(c1cccc(F)c1)N1CCC2(CCCN(c3ccccc3)C2)CC1	3.0%	i	-4%	i	-5%	6%	-4%	?	-5%	-4%	1%[11.4 µM]
22	CCOC(=O)c1ccc(N2C(=O)c3n[nH]c(C)c3C2c2ccccn2)cc1 (stereo not given)	-0.2%	·	-1%	·	-6%	-8%	5%	?	-3%	22%	-1%
23	CC1CCN(C(=O)C2c3ccccc3C(=O)N3CCc4ccccc4C23)CC1 (stereo not given)	-0.6%	i	11%	i	1%	-9%	4%	?	-19%	7%	0%
24	CC1=C(C(=O)OC(C)C)C(C2CC=CCC2)NC(=O)N1 (stereo not given)	-2.8%[0.0738 µM]	·	0%[11.4 µM]	·	-8%[11 µM]	-5%[11.4 µM]	0%[11.4 µM]	?	-19%	-7%[11.4 µM]	1%
25	Cn1cnnc1SCc1ccc(C#N)cc1Cl	0.9%[0.0738 µM]	·	-6%[11.4 µM]	·	-8%[11 µM]	1%[11.4 µM]	4%[11.4 µM]	?	-23%	12%[11.4 µM]	1%
26	C[C@@H](C(=O)O)c1ccc(N2Cc3ccccc3C2=O)cc1	-0.9%[20.6 µM]	i	-6%[25.6 µM]	i	-3%[26 µM]	-3%[25.6 µM]	5%[25.6 µM]	-3%[17.1 µM]	-5%[25.7 µM]	10%[25.6 µM]	5µM*
27	O=C(NCc1ccco1)C(c1cccs1)N(C(=O)C1COc2ccccc2O1)c1cccc(O)c1 (stereo not given)	·	i	-4%	i	-16%	-4%	-12%	-20%	-18%	-2%	-1%
28	C[C@H](NC(=O)OC(C)(C)C)c1nnc(SCC(N)=O)o1	2.1%[57.5 µM]	i	2%	i	-3%	1%	3%	0%	-4%	-5%	2%
29	CCC(C)(C)n1nnnc1C(C(C)C)N1CCSCC1 (stereo not given)	·	i	10%	i	3%	0%	-1%	3%	3%	-2%	2%
30	CCCn1c(-c2ccc(F)cc2)nc2c(NCCCN(CC)CC)nc(C)nc21	-0.7%	·	12%	·	-2%	-2%	-2%	5%	-4%	-8%	·
31	CC1CCN(CCCn2c(=S)[nH]c3ccc(N4CCOCC4)cc3c2=O)CC1	1.7%[0.369 µM]	i	0%	?	-4%	-10%	-3%	7%	5%	-2%	-2%
32	Cc1ccc(N2CCN(c3cc(C)nc4c5c(C)cc(C)nc5nn34)CC2)cc1	4.5%	i	17%	i	-1%	-2%	13%	-7%	-15%	-6%	5%
33	COC(=O)[C@@]1(Cc2ccccc2)[C@H]2c3cc(C(=O)N4CCCC4)n(Cc4ccccn4)c3C[C@H]2CN1C(=O)c1ccccc1	0.5%	·	-5%	·	-9%	-7%	·	?	-3%	-6%	·
34	CCOc1cc(C(=O)NC(C)COC)cc(OCC)c1OCC (stereo not given)	-0.8%[0.0738 µM]	·	18%[11.4 µM]	·	-5%[11 µM]	-5%[11.4 µM]	6%[11.4 µM]	?	10%	8%[11.4 µM]	0%
35	COc1cccc(NC(=O)CC2(CC(=O)O)CCCC2)c1	2.4%[57.5 µM]	i	-13%	?	-2%	-3%	6%	-6%	-2%	-13%	2%

# Entries of single compounds, quoted from the list.
# Profile of `CCC(C)(C)n1nnnc1C(C(C)C)N1CCSCC1` (stereo not given) → HBB splicing = ·; Rhodamine fluor = i; HADH2 inh = 10%; Texas Red fluor = i; Hsp90 Hop PPI = 3%; Pol III holo inh = 0%; 15-hLO inh = -1%; CRE-bla Fsk = 3%; ERK AVP inh = 3%; Tau fil binding = -2%; FLuc inh = 2%
# Profile of `CN1CCN(S(=O)(=O)c2ccc(NC(=O)Cc3cccs3)cc2)CC1` → HBB splicing = 1.7%; Rhodamine fluor = i; HADH2 inh = 7%; Texas Red fluor = i; Hsp90 Hop PPI = -8%; Pol III holo inh = -1%; 15-hLO inh = -6%; CRE-bla Fsk = -2%; ERK AVP inh = -7%; Tau fil binding = -13%; FLuc inh = 2%

# Only part of the results is shown (hit frequency here may not be typical).
